CCT chaperon mod – changes cytosolic chaperonin activity; 0.3% of 360,000 active; activity change, % (test concentration not listed), hits read low; purified chaperonin ATPase assay, HTRF ADP detection, 30 min; AID 651819; in the data active means activity change below about -30%; further: on the % scale 0 is the no-effect control and ±100 the full control effect
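ATPase activity: ADP formed was measured by HTRF Transcreener (665/615 nm ratio) after 30 min at 37 deg C with 10 uM ATP. Compounds screened at one 76 uM concentration against 40 or 20 nM TRiC in Tris pH 7.4/KCl/MgCl2/DTT buffer.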
PTHR1 agonist – activates the human parathyroid hormone receptor PTHR1 | Potency, µM (top dose mostly 115 µM), for the others: at the top dose activation, hits mostly activators | AID 743266 | Q03431 | HEK293 GP2 PTHR1 cells, GloSensor cAMP luminescence, 1 h | 0.075% of 410,000 active; further: potency means the concentration at half of the fitted maximal effect; nearly all actives have a fitted effect of over 55% in size; some results filed as inactive show a strong effect at the top dose; inactives centre near -15; many of its hits are not listed in these tables
Target sequence (Q03431 whole entry, looked up): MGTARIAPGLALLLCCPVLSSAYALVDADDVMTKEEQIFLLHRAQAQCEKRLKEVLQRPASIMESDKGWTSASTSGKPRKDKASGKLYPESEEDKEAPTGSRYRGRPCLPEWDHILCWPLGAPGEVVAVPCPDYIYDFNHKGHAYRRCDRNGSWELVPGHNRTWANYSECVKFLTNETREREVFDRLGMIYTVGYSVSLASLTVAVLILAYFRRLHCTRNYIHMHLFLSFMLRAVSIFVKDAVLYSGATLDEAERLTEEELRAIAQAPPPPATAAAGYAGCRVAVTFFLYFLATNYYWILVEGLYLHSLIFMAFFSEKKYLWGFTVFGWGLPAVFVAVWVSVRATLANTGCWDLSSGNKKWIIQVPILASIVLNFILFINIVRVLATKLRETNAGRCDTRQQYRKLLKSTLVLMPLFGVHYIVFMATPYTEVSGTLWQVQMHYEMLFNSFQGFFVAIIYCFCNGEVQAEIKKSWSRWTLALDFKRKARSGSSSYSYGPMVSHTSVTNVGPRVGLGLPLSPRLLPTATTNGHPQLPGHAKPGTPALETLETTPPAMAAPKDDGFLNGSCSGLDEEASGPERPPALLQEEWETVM
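HEK-293-derived GP2 cells expressing PTHR1 and a GloSensor cAMP reporter, 3,000/well, plated overnight, given luciferin plus IBMX (each 0.5 mM as added) for 1 h at 37 °C, then compound for 1 h at 37 °C. Luminescence was read after 15 min at room temperature.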
EPAC2 ag – EPAC2 (human) agonism | Q8WZA2 | EPAC2 activation, biochemical qHTS; response scale: 100% = 6.5 mM cAMP response | Potency, µM (titrated, usually from 154 µM), inactives show at the top dose activation, usual class: activators | 0.079% of 360,000 active; further: potency means the concentration at half of the fitted maximal effect; nearly all actives have a fitted effect of over 50% in size
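Compounds were titrated in qHTS against a Rap1B-BODIPY-GDP (250 nM) complex with EPAC2 (100 nM) and GDP (50 uM). BODIPY-GDP release tracked at 480/540 nm over 30 min at room temperature, normalized to 6.5 mM cAMP.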
pAkt inh – inhibitors of Akt phosphorylation. Neuro2A IGF-stimulated pAkt S473 HTRF, 20 min; hits give low values. 0.32% of 360,000 active. activity change, % for hits at 50 µM. AID 651550; in the data active means activity change below about -80%; inconclusive means mostly about -51% to -80%; further: on the % scale 0 is the no-effect control and ±100 the full control effect
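Single-point screen (50 µM final compound) in Neuro2A cells stimulated 20 min with 6 nM IGF at 37 deg C. After lysis, Ser473-phosphorylated Akt read by HTRF (ex 330 nm, em 615/665 nm) as the 665/615 ratio.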
MmCpn inh – M. maripaludis TRiC chaperonin inhibition. AID 504842. purified Mm-Cpn ATPase, ADP Transcreener TR-FRET. 0.031% of 330,000 active. Potency, µM (top dose mostly 76.9 µM), inactives show at the highest dose activity, negative = inhibition, most hits filed as inhibitors; further: potency means the concentration at half of the fitted maximal effect; on the % scale 0 is the no-effect control and ±100 the full control effect; nearly all actives have a fitted effect of over 80% in size
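25 nM Mm-CPN + cpd, 10 min 37°C; + 10 uM ATP, 30 min 37°C; buffer 30 mM Tris pH 7.4, 100 mM KCl, 5 mM MgCl2, 1 mM DTT; Transcreener ADP HTRF detection 30 min RT.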
D3 ag – D3 dopamine receptor (human) agonism. P35462. D3R DiscoveRx beta-arrestin cells, luminescence, 90 min. max activation, %. 0.58% of 410,000 active. AID 652048; in the data active means max activation above about 30%; further: 0% is about no effect; mostly tested at two doses, the higher about 12 µM
Target sequence (P35462 whole entry, looked up): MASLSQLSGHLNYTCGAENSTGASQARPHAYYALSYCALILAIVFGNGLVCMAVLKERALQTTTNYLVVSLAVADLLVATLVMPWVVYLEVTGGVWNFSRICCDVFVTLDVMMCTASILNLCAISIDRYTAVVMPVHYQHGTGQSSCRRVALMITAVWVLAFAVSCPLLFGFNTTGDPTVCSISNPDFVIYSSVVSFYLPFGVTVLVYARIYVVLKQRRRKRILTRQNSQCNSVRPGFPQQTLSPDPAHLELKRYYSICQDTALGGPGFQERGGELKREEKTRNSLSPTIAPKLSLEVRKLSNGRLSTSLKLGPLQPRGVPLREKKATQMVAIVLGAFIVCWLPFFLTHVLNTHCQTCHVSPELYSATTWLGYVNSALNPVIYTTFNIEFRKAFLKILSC
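Cells at 1500/well, incubated overnight, then treated with pinned compounds (dopamine as control) for 90 min at 37 degrees C. DiscoveRx reagent added for 30 - 60 minutes at room temperature; luminescence read.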
DRD3 antagonist – D3 dopamine receptor (human) antagonism | D3R cells, DiscoveRx beta-arrestin luminescence, antagonist mode; hits give low values | max response, negative = inhibition, % | 2.5% of 360,000 active; in the data active means max response below about -50%; inconclusive means no clear call, values can overlap the other calls; further: on the % scale 0 is the no-effect control and ±100 the full control effect; mostly tested at two doses, the higher about 12 µM
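Cells expressing the human receptor were seeded at 1500 cells/well, incubated overnight at 37 degrees C in 5% CO2, then exposed to library compounds with dopamine controls for 90 minutes at 37 degrees C before luminescent detection.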
EPAC2 antagonist – blocks human EPAC2 exchange factor. EPAC2 GEF exchange of Rap1B-BODIPY-GDP, fluorescence. AID 720708. Potency, µM (doses to about 114 µM), for inactives: at the top dose activity, negative = inhibition, hits mostly inhibitors. 0.18% of 360,000 active. Q8WZA2; further: potency means the concentration at half of the fitted maximal effect; on the % scale 0 is the no-effect control and ±100 the full control effect; nearly all actives have a fitted effect of over 45% in size; many of its hits are not listed in these tables
An asterisk follows results filed as active; [ ] = remark or other dose. Unless noted, the call rests on the fitted dose curve; in most records, active means well fitted curve in the direction sought with a large enough effect; inconclusive means small, poorly fitted or top-dose-only effect, or another doubt; inactive means no such curve, though single readings can be large; an effect the other way counts as inactive or inconclusive.

Results for COc1cc(C(=O)Nc2sc3c(c2C(=O)O)CCC(C)C3)cc(OC)c1OC (stereo not given) ?
CCT chaperon mod: 0.8; PTHR1 agonist: -34.2%; EPAC2 ag: -20.3%; pAkt inh: inactive; MmCpn inh: -0.5%; D3 ag: -5.3; DRD3 antagonist: -2.4; EPAC2 antagonist: -7.5%

What do the screens show for `CCN(CC)S(=O)(=O)c1cc(NC(=O)COC(=O)C2CCC2)ccc1C`?
CCT chaperon mod: -1.0; PTHR1 agonist: -2.6%; EPAC2 ag: 2.5%; pAkt inh: inactive; MmCpn inh: 0.7%; D3 ag: 0.2; DRD3 antagonist: 12.6; EPAC2 antagonist: 3.2%

What do the screens show for `CCOC(=O)c1nc(-c2ccccc2)sc1C(C)=O`?
CCT chaperon mod: -0.8; PTHR1 agonist: inactive; EPAC2 ag: 10.3%; pAkt inh: inactive; MmCpn inh: -1.0%; D3 ag: 0.0; DRD3 antagonist: 1.9; EPAC2 antagonist: -4.3%

Results for Cc1cc(C(F)F)n2nc(C(=O)Nc3sc4c(c3C(N)=O)CCC4)nc2n1 ?
CCT chaperon mod: 1.4; PTHR1 agonist: -10.9%; EPAC2 ag: -0.7%; pAkt inh: inactive; MmCpn inh: -1.7%; D3 ag: -4.9; DRD3 antagonist: 5.5; EPAC2 antagonist: 2.4%

Results for CCN1C(=O)C(CC(=O)NCCc2ccccc2)N(NC(=O)c2cccnc2)C1=S (stereo not given) ?
CCT chaperon mod: -0.1; PTHR1 agonist: inactive; EPAC2 ag: 11.9%; pAkt inh: inactive; MmCpn inh: -1.5%; D3 ag: 4.3; DRD3 antagonist: -4.6; EPAC2 antagonist: 3.0%

Results for CC(C)COc1ccc(C(=O)CCN2CCCCC2)cc1 ?
CCT chaperon mod: -1.4; PTHR1 agonist: -23.5%[57.5 µM]; EPAC2 ag: -10.8%; pAkt inh: inactive; MmCpn inh: 1.1%; D3 ag: -18.1; DRD3 antagonist: -16.2; EPAC2 antagonist: -1.8%

What do the screens show for `O=[N+]([O-])c1cccn2cc(-c3ccc(Br)cc3)nc12`?
CCT chaperon mod: -4.0; PTHR1 agonist: inactive; EPAC2 ag: 11.2%; pAkt inh: inactive; MmCpn inh: 1.1%; D3 ag: -8.1; DRD3 antagonist: -20.3; EPAC2 antagonist: -0.5%

Results for COc1cccc(CN2C(=NC(=O)C3CC3)SC3CS(=O)(=O)CC32)c1 (stereo not given) ?
CCT chaperon mod: -3.1; PTHR1 agonist: -9.0%; EPAC2 ag: 5.5%; pAkt inh: inactive; MmCpn inh: -0.5%; D3 ag: -3.2; DRD3 antagonist: -9.7; EPAC2 antagonist: 8.0%

What do the screens show for `Cc1ccc(S(=O)(=O)N(CC(=O)NCc2ccco2)C2CCCCC2)cc1`?
CCT chaperon mod: -1.1; PTHR1 agonist: inactive; EPAC2 ag: 1.0%; pAkt inh: inactive; MmCpn inh: 0.3%; D3 ag: -3.7; DRD3 antagonist: -10.9; EPAC2 antagonist: 1.4%

Results for COc1cc(OC)cc(-c2cc3ccccc3c(=O)o2)c1 ?
CCT chaperon mod: 0.5; PTHR1 agonist: inactive; EPAC2 ag: 3.9%; pAkt inh: inactive; MmCpn inh: -7.2%; D3 ag: 5.2; DRD3 antagonist: 21.9; EPAC2 antagonist: 3.5%

How did COc1ccc(C(=O)N=C2SC3CS(=O)(=O)CC3N2Cc2ccc(OC)c(OC)c2)cc1 (stereo not given) do in these assays?
CCT chaperon mod: -2.0; PTHR1 agonist: -16.1%; EPAC2 ag: -9.4%; pAkt inh: inactive; MmCpn inh: 1.0%; D3 ag: 5.8; DRD3 antagonist: 24.2; EPAC2 antagonist: 14.5%

How did O=C(CCCC(=O)N1CCN(c2ccccc2F)CC1)N1CCN(c2ccccc2F)CC1 do in these assays?
CCT chaperon mod: 0.1; PTHR1 agonist: -19.0%[57.5 µM]; EPAC2 ag: -0.6%; pAkt inh: inactive; MmCpn inh: 1.4%; D3 ag: 4.4; DRD3 antagonist: 7.0; EPAC2 antagonist: 4.1%

What do the screens show for `CC(=O)OCC(OC(C)=O)C(OC(C)=O)C(OC(C)=O)C(=O)Nc1ccccc1C` (stereo not given)?
CCT chaperon mod: -1.0; PTHR1 agonist: inactive; EPAC2 ag: 8.3%; pAkt inh: inactive; MmCpn inh: 0.6%; D3 ag: 0.7; DRD3 antagonist: -8.8; EPAC2 antagonist: -2.9%

How did COc1ccc(NC(=O)c2ccco2)c2ccccc12 do in these assays?
CCT chaperon mod: 1.6; PTHR1 agonist: -22.7%; EPAC2 ag: -2.1%; pAkt inh: inactive; MmCpn inh: inconclusive; D3 ag: 10.6; DRD3 antagonist: 11.8; EPAC2 antagonist: -14.4%

Results for CN(c1ccccc1)c1nc(N)c([N+](=O)[O-])c(N2CCCCCC2)n1 ?
CCT chaperon mod: -0.1; PTHR1 agonist: -15.1%; EPAC2 ag: 16.2%; pAkt inh: inactive; MmCpn inh: 0.3%; D3 ag: -5.4; DRD3 antagonist: -3.6; EPAC2 antagonist: -28.0%

What do the screens show for `COc1ccccc1OCC(=O)Nc1cc(NC(=O)COc2ccccc2OC)cc(C(=O)O)c1`?
CCT chaperon mod: 0.0; PTHR1 agonist: -21.7%; EPAC2 ag: 1.5%; pAkt inh: inactive; MmCpn inh: 0.5%; D3 ag: 6.6; DRD3 antagonist: 7.0; EPAC2 antagonist: 1.8%

Results for CC(=O)N(C(C)=O)c1cccc2c(N(C(C)=O)C(C)=O)cccc12 ?
CCT chaperon mod: 0.9; PTHR1 agonist: inactive; EPAC2 ag: -7.5%; pAkt inh: inactive; MmCpn inh: -0.7%; D3 ag: 0.8; DRD3 antagonist: -19.2; EPAC2 antagonist: 1.8%

What do the screens show for `CS(=O)(=O)N1CCC(C(=O)Nc2cccc(F)c2)CC1`?
CCT chaperon mod: 1.2; PTHR1 agonist: -18.5%; EPAC2 ag: 3.4%; pAkt inh: inactive; MmCpn inh: 0.7%; D3 ag: -1.0; DRD3 antagonist: 8.9; EPAC2 antagonist: 10.0%

How did Cc1cc(C)n(C(=O)c2nn(C)c(C)c2[N+](=O)[O-])n1 do in these assays?
CCT chaperon mod: -0.1; PTHR1 agonist: inactive; EPAC2 ag: 0.0%; pAkt inh: inactive; MmCpn inh: 2.6%; D3 ag: 0.1; DRD3 antagonist: 21.7; EPAC2 antagonist: -6.1%

What do the screens show for `O=C(CSc1nc(C(F)(F)F)cc(=O)[nH]1)N1CCC(Cc2ccccc2)CC1`?
CCT chaperon mod: 1.2; PTHR1 agonist: -11.7%; EPAC2 ag: -3.2%; pAkt inh: inactive; MmCpn inh: -1.0%; D3 ag: -29.0; DRD3 antagonist: inconclusive; EPAC2 antagonist: -5.8%

Results for O=C(Nc1cccc(-c2ccc(N3CCOCC3)nn2)c1)c1ccc(Cl)cc1 ?
CCT chaperon mod: -4.3; PTHR1 agonist: -0.3%; EPAC2 ag: -4.1%; pAkt inh: inactive; MmCpn inh: -1.2%; D3 ag: 1.0; DRD3 antagonist: 2.7; EPAC2 antagonist: 4.8%

What do the screens show for `CSCCC(NC(=O)c1ccc([N+](=O)[O-])cc1Cl)C(=O)OCC(=O)N1CCN(C(C)=O)CC1` (stereo not given)?
CCT chaperon mod: -0.3; PTHR1 agonist: inactive; EPAC2 ag: 1.6%; pAkt inh: inactive; MmCpn inh: -1.4%; D3 ag: -21.3; DRD3 antagonist: -19.3; EPAC2 antagonist: -3.7%

Results for COc1ccc(NC(=O)Nc2ccc(C)cc2Br)c(OC)c1 ?
CCT chaperon mod: -0.2; PTHR1 agonist: inactive; EPAC2 ag: 6.3%; pAkt inh: inactive; MmCpn inh: -5.6%; D3 ag: -8.5; DRD3 antagonist: -1.0; EPAC2 antagonist: -1.7%

What do the screens show for `O=C(COC(=O)CCS(=O)(=O)c1ccccc1)Nc1ccccc1`?
CCT chaperon mod: 0.7; PTHR1 agonist: inactive; EPAC2 ag: 7.6%; pAkt inh: inactive; MmCpn inh: -0.8%; D3 ag: 1.8; DRD3 antagonist: 1.5; EPAC2 antagonist: 7.0%

How did CC(CCc1ccccc1)NC(=O)CSc1cccc[n+]1[O-] (stereo not given) do in these assays?
CCT chaperon mod: -16.8; PTHR1 agonist: -16.0%; EPAC2 ag: 12.1%; pAkt inh: inactive; MmCpn inh: 0.5%; D3 ag: 1.8; DRD3 antagonist: -2.1; EPAC2 antagonist: -6.5%

How did O=C(CSc1nnc(-c2cccs2)o1)OC1CCCCC1 do in these assays?
CCT chaperon mod: -2.4; PTHR1 agonist: -13.1%; EPAC2 ag: 16.5%; pAkt inh: inactive; MmCpn inh: 1.5%; D3 ag: -2.5; DRD3 antagonist: -25.5; EPAC2 antagonist: -6.7%

What do the screens show for `COC(=O)[C@@H](Cc1c[nH]c2ccccc12)NC(=O)CNC(=O)c1ccccc1OC`?
CCT chaperon mod: -1.9; PTHR1 agonist: -26.1%; EPAC2 ag: 0.1%; pAkt inh: inactive; MmCpn inh: -9.6%; D3 ag: 6.9; DRD3 antagonist: 4.6; EPAC2 antagonist: 3.3%

How did N#CCC(=O)Nc1ccc(C(=O)OCC(=O)N2CCN(C(=O)c3ccco3)CC2)cc1 do in these assays?
CCT chaperon mod: -0.5; PTHR1 agonist: -8.7%; EPAC2 ag: 2.0%; pAkt inh: inactive; MmCpn inh: -5.0%; D3 ag: 3.5; DRD3 antagonist: 1.3; EPAC2 antagonist: 7.4%

What do the screens show for `CC(C)Cn1c(SCC(=O)Nc2cc(Cl)c(Cl)cc2Cl)nc(O)cc1=O`?
CCT chaperon mod: -2.8; PTHR1 agonist: -27.5%; EPAC2 ag: -1.4%; pAkt inh: inactive; MmCpn inh: -6.1%; D3 ag: 7.9; DRD3 antagonist: 2.5; EPAC2 antagonist: -8.9%

How did Cc1ccc(C)c(/C(O)=C2\C(=O)C(=O)N(CCCN3CCOCC3)C2c2cccnc2)c1 (stereo not given) do in these assays?
CCT chaperon mod: 0.9; PTHR1 agonist: inactive; EPAC2 ag: 11.0%; pAkt inh: inactive; MmCpn inh: -1.2%; D3 ag: -11.3; DRD3 antagonist: -6.8; EPAC2 antagonist: -0.3%

Source: PubChem (National Center for Advancing Translational Sciences (NCATS))

These rows are one share of the data; count on the stated rates, not on these rows.
